TDP1 inh – blocks human tyrosyl-DNA phosphodiesterase 1; AID 485290; hit rate 0.28% among 350,000; recombinant TDP1, AlphaScreen DNA substrate cleavage; Q9NUW8; Potency, µM (series often up to 130 µM), inactives show top-dose activity change, negative = inhibition, hits mostly inhibitors; note: nearly all actives have a fitted effect of over 40% in size
Target sequence (Q9NUW8 whole entry, looked up): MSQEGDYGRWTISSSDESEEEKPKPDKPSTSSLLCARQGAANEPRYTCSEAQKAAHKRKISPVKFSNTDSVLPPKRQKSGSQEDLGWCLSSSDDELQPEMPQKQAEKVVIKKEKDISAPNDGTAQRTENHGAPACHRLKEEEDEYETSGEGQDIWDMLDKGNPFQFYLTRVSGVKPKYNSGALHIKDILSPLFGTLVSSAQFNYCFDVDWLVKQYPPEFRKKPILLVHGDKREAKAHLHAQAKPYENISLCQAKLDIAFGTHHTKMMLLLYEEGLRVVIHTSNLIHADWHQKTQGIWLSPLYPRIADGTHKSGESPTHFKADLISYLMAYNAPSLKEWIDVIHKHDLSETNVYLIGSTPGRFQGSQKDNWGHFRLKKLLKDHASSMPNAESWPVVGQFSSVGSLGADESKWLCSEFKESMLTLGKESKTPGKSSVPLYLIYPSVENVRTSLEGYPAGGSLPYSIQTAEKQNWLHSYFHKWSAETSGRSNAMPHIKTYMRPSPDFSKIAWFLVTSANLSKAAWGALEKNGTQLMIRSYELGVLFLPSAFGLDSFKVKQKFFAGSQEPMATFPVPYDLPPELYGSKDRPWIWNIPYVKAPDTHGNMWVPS
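Recombinant E. coli-expressed Tdp1 (1 nM) preincubated with compound 15 min at RT, then 5'-biotin/3'-phosphotyrosine-FITC DNA substrate (15 nM) added for 5 min. AlphaScreen beads (10 ug/ml) added, 10 min RT; tyrosine-FITC cleavage read as signal loss.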
FEN1 inhibitor – blocks human flap endonuclease 1; AID 588795; Potency, µM (series often up to 114 µM), for the others: at the highest dose activity change, negative = inhibition, usual class: inhibitors; P39748; Recombinant FEN1 flap cleavage, fluorescence, 15 min; hit rate 0.35% among 390,000; note: nearly all actives have a fitted effect of over 65% in size
Target sequence (P39748 whole entry, looked up): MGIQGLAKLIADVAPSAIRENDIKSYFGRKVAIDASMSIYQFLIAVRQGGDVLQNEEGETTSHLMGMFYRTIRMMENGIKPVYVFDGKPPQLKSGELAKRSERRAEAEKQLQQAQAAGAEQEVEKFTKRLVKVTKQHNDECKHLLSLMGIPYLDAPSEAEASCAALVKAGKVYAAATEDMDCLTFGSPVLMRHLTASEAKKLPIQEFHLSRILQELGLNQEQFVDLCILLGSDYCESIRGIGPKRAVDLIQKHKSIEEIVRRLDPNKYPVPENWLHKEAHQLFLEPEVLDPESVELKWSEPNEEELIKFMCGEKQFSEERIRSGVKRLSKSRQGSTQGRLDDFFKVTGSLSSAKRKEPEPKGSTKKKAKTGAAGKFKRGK
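Reaction started by adding substrate (50 nM final) to 10 nM enzyme after 15 min room-temperature compound preincubation. Reads at 0 and 15 min, with data normalized and fitted to a four-parameter Hill equation.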
N370S GC – inhibits or activates N370S mutant glucocerebrosidase; N370S GC spleen homogenate, 4MU-glucoside fluorescence; Potency, µM (series often up to 59.4 µM), for inactives: at the top dose activity change, negative = inhibition, usual class: inhibitors; hit rate 0.092% among 330,000; P04062;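 note: 0% = full enzyme activity and -100% = no enzyme basal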
* marks the source's active call; other numbers are inactive results; ? = inconclusive; . = not tested or not shown; & = joins results of further samples. Calls come from the whole dose curve; as a rule, active = well fitted curve in the direction sought with a large enough effect; inconclusive = small, poorly fitted or top-dose-only effect, or another doubt; inactive = no such curve, though single readings can be large; an effect the other way counts as inactive or inconclusive. Unless noted, % is set by controls: 0 for no effect and ±100 for the full control effect; potency is the fitted concentration of half-maximal effect.

molecule | TDP1 inh | FEN1 inhibitor | N370S GC
Cc1noc(C)c1-c1ccc2ncnc(NCc3ccc(-c4ccccc4)cc3)c2c1 | 11% | . | -5%
COC(/C=C/Nc1ccc(Cl)cc1)=C(C#N)C#N | 3% | 9% | -2%
O=C(CSc1nnnn1Cc1ccccc1)c1ccccc1F | -8% | -6% | -6%
COc1ccc(NC(=O)CN(C)C(=O)Cc2n[nH]c(=O)c3ccccc23)cc1 | . | 16% | -15%
CN(C(=O)/C(N=Nc1cccc(C(F)(F)F)c1)=C(\O)C(F)(F)F)c1ccccc1 | 0% | -17% | -21%
Cc1ccc(C)n1-n1c(C)nc2scc(-c3cccs3)c2c1=O | 9% | 9% | -5%
Cc1nc(SCC(=O)N(CC(C)C)C2CCS(=O)(=O)C2)c(C#N)c(C)c1C (stereo unspecified) | 1% | 2% | -8%
CCOc1ccc(NC(=O)c2oc3ccccc3c2NC(=O)COc2cccc(OC)c2)cc1 | 9% | 2% | .
CC(C)NC(=O)C(C)N1CCN(S(=O)(=O)c2ccc3ccccc3c2)CC1 (stereo unspecified) | 6% | -5% | -7%
Cc1ccc(C2(c3noc(CN(C)CC4COCCO4)n3)CCCC2)cc1 (stereo unspecified) | . | 21% | 6%
O=C(C1CCCN(Cc2ccccc2[N+](=O)[O-])C1)N1CCCCC1 (stereo unspecified) | . | 3% | 11%
COc1cccc(C(=O)NC2CCCN(C3Cc4ccccc4C3)C2)c1OC (stereo unspecified) | 3% | 16% | -7%
CC(OC(=O)Cn1c(C(F)(F)F)nc2ccccc21)C(N)=O (stereo unspecified) | 1% | -1% | 0%
CN(C)S(=O)(=O)c1cccc(NC(=O)COC(=O)CCc2nc3ccccc3s2)c1 | 5% | -8% | -4%
CCS(=O)(=O)c1ccc2oc(SCC(=O)NCCC3=CCCCC3)nc2c1 | 7% | 2% | -3%
O=C(NCCc1ccccc1)c1ccc2c(c1)S(=O)(=O)c1cc(Cl)ccc1C2=O | 4% | -9% | .
COc1cccc(N2C(=O)C3CC=C(Cl)CC3C2=O)c1 (stereo unspecified) | -7% | -7% | 4%
CN(C)c1ccc(C2C3=C(CCCC3=O)OC3=C2C(=O)CCC3)cc1 | 7% | -6% | -4%
CSc1nc(Nc2ccc(C)cc2)c(C#N)c(-c2ccccc2)n1 | -1% | 25% | .
Cc1cc(NC(=O)CCCn2ccc([N+](=O)[O-])n2)n(Cc2ccc(F)cc2)n1 | 8% | 1% | -1%

Next section (2 carried over from the part before).
molecule | TDP1 inh | FEN1 inhibitor | N370S GC
CSc1nc(Nc2ccc(C)cc2)c(C#N)c(-c2ccccc2)n1 | -1% | 25% | .
Cc1cc(NC(=O)CCCn2ccc([N+](=O)[O-])n2)n(Cc2ccc(F)cc2)n1 | 8% | 1% | -1%
COc1ccc(/C=C/C(=O)c2cc(Br)ccc2O)cc1OC | 8% | -2% | -3%
CCc1nnc(NC(=O)CSc2nnc3ncccn23)s1 | 6% | 2% | -3%
COc1cccc(OC)c1OCCOCCn1cnc2ccccc2c1=O | 0% | -9% | 8%
CCC1CCCCN1C(=O)Nc1ccc(F)cc1 (stereo unspecified) | -3% | 1% | 15%
Cc1ccc(S(=O)(=O)n2nccc2-c2c(-c3ccc(Cl)cc3)noc2C)cc1 | -3% | 6% | 16%
COc1ccc(CCNC(=O)/C(=C/c2cccnc2)NC(=O)c2ccccc2)cc1OC | -1% | 1% | 9%
O=C(C1=C[C@H](C2CCCCC2)C[C@H](OCc2ccc(CO)cc2)O1)N1CCN(Cc2ccccc2)CC1 | 8% | -1% | ?
O=[N+]([O-])c1c(NCCCO)cc(Sc2ccc(Cl)cc2)c2nonc12 | -2% | ? | 7%
COc1ccc(F)cc1S(=O)(=O)Nc1ccc2c(c1)OCO2 | 7% | -7% | -3%
CN(C)S(=O)(=O)c1ccc(Cl)c(C(=O)Nc2cccc([N+](=O)[O-])c2)c1 | -5% | -21% | 2%
CC(=O)Nc1ccc(Oc2cnccn2)cc1 | 3% | 0% | 3%
CCN(CC)CCCNC(=O)Cn1nc(N2CCN(c3ccccc3OC)CC2)ccc1=O | 3% | -6% | .
O=c1oc(-c2ccccc2NS(=O)(=O)c2ccc(F)cc2)nc2ccccc12 | 0% | -2% | 5%
CCN1CCN(C(=O)CSc2ccc(C)cc2)CC1 | 1% | 6% | -12%
COC(=O)C(Cc1c[nH]c2ccccc12)NC(=O)C1CC1 (stereo unspecified) | -1% | -5% | -1%
CCOC(=O)c1[nH]c(C)c(C(=O)Nc2ccc(C)cc2C)c1C | 7% | 18% | -9%
Cc1ccc2oc(C(=O)N3CCC(C(N)=O)(N4CCCCC4)CC3)c(C)c2c1 | 4% | 1% | -6%
CC(C)CCn1c2ccccc2c2cc(CC(N)=O)ccc21 | 0% | 10% | 5%
CN(C)S(=O)(=O)c1cc(NC(=O)COC(=O)CC2Sc3ccccc3NC2=O)ccc1Cl (stereo unspecified) | 1% | -23% | .
CCc1ccccc1NC(=O)CCOc1ccccc1 | 2% | 3%&-11% | 1%

One compound at a time, as listed above:
Cc1ccc(S(=O)(=O)n2nccc2-c2c(-c3ccc(Cl)cc3)noc2C)cc1 is listed with TDP1 inh: -3%; FEN1 inhibitor: 6%; N370S GC: 16%
CN(C)S(=O)(=O)c1cc(NC(=O)COC(=O)CC2Sc3ccccc3NC2=O)ccc1Cl (stereo unspecified) is listed with TDP1 inh: 1%; FEN1 inhibitor: -23%; N370S GC: .

The listing picks up with the 5 entries that preceded the break.
molecule | TDP1 inh | FEN1 inhibitor | N370S GC
CCOC(=O)c1[nH]c(C)c(C(=O)Nc2ccc(C)cc2C)c1C | 7% | 18% | -9%
Cc1ccc2oc(C(=O)N3CCC(C(N)=O)(N4CCCCC4)CC3)c(C)c2c1 | 4% | 1% | -6%
CC(C)CCn1c2ccccc2c2cc(CC(N)=O)ccc21 | 0% | 10% | 5%
CN(C)S(=O)(=O)c1cc(NC(=O)COC(=O)CC2Sc3ccccc3NC2=O)ccc1Cl (stereo unspecified) | 1% | -23% | .
CCc1ccccc1NC(=O)CCOc1ccccc1 | 2% | 3%&-11% | 1%
O=C(CCC(=O)N1CCCCCC1)NCc1ccc(F)cc1 | 2% | -16% | 1%
Cc1cc(/C=C2\SC(=S)NC2=O)c(C)n1C | -2% | ? | -5%
CCOc1cc(/C=N/N2CCN(Cc3ccccc3)CC2)ccc1O | 9% | -5% | 1%
CCn1ccnc1CN1CCN(CC=C(C)C)C(CCO)C1 (stereo unspecified) | -1% | 0% | -3%
COc1ccc(OC)c(NC(=O)N[C@H](Cc2ccccc2)C(=O)NN)c1 | 0% | -6% | -2%
Cn1nnnc1SCC(=O)Nc1cc(S(=O)(=O)N2CCCC2)ccc1Cl | 1% | 3% | -2%
O=C(NNC(=O)c1ccc(S(=O)(=O)N2CCCCC2)cc1)c1ccccc1 | 11% | 2% | -5%
CCCCNc1cc(C)nc(N2CCOCC2)n1 | 3% | 6% | -4%
CCn1c(COc2cccc(OC)c2)nnc1SCC(=O)NCC1CCCO1 (stereo unspecified) | 0% | -1% | 3%
O=C(NCC(c1ccco1)N1CCN(c2ccccc2)CC1)C(=O)NC1CC1 (stereo unspecified) | 0% | -8% | -2%
CN(C)c1ccc(C(=O)OCc2ccccc2)cc1 | 4% | -13% | ?
CCNC(=O)COC(=O)/C=C/c1cccc([N+](=O)[O-])c1 | -5% | -3% | 1%
COc1ccc(NC(=O)c2nc(C)c(C3(C)CC(c4ccccc4)=NO3)s2)cc1 (stereo unspecified) | 5% | 4% | ?
CC(CCc1ccccc1)NC(=O)CN1C(=O)NC2(CCCCC2)C1=O (stereo unspecified) | -3% | 3% | -6%
O=P(c1ccccc1)(c1ccccc1)c1nc(-c2ccccc2)oc1N1CCOCC1 | . | 3% | ?
COc1ccc(C(C)(C)C)cc1NC(=O)c1ccc2ncsc2c1 | 9% | -9% | ?
COc1ccc(C(=O)CN2C(=O)NC3(CCCCCC3)C2=O)c(OC)c1 | . | -2% | 2%
CCOC(=O)CC1COCCN1C(=O)CCc1nnc(-c2ccsc2)o1 (stereo unspecified) | 2% | -2% | 1%
CCn1c(CN2CCCCC2)nc2cc(NC(=O)COc3cc(C)ccc3C(C)C)ccc21 | 9% | -18% | .
COc1ccc2cc(CN(CC3COCCO3)S(=O)(=O)c3c(C)cc(C)cc3C)c(=O)[nH]c2c1 (stereo unspecified) | 4% | . | 1%
CCCc1nnc(NC(=O)CCC(=O)N2CCN(Cc3ccccc3)CC2)s1 | -1% | 16% | 7%
CCOC(=O)/C=C(\C)Sc1cc(=O)oc2ccccc12 | 5% | -19% | -4%
CCCC(C)NC(=O)c1ccccc1SC (stereo unspecified) | 7% | 1% | 1%
Cc1cc(OCC(=O)Nc2ccccc2F)nc(C(C)C)n1 | 3% | 10% | 7%
O=C(NNC(=O)c1ccccc1Cl)c1csc(N2CCOCC2)n1 | -13% | 0% | -4%
Nc1c(S(=O)(=O)c2cccc(Cl)c2)c2nc3ccccc3nc2n1CCN1CCOCC1 | 1% | 1% | -21%
Cc1nc2ccc(S(=O)(=O)N(C)CC(=O)N3CCc4ccccc43)cc2s1 | 3% | -15% | 2%
CCc1cc(C(=O)c2ccc(OC)cc2)c(NC(=O)COCC(=O)O)s1 | . | -2% | 10%
CN1C(C(=O)Nc2cccc(O)c2)=CC(c2cccs2)=NS1(=O)=O | 3% | -7%&-6% | -7%
O=C(CNCCC1=CCCCC1)Nc1ccccc1N1CCCCCC1 | . | -8% | -6%
COc1ccc(NC(=O)C(NC(=O)CNC(C)=O)c2ccc(C)cc2)cc1 (stereo unspecified) | -1% | 1% | 12%
COc1ccccc1C1C(C(=O)c2ccco2)=C(O)C(=O)N1c1cc(C)on1 (stereo unspecified) | 4% | 5% | -8%
CN(C)S(=O)(=O)c1ccc(S(=O)(=O)Nc2ccc3c(c2)oc2ccccc23)cc1 | 1% | -7% | -4%
CSc1ccc(/C=N/Nc2nc(C)cc(=O)[nH]2)cc1 | 5% | -6% | 5%
Cc1cccc(C)c1NC(=O)CNC(=O)CCCN1C(=O)c2cccc3cccc(c23)C1=O | -5% | -12% | .
COc1cc(OC)cc(C(=O)NCC(=O)Nc2ccc(-c3ccccc3)cc2)c1 | 3% | -12% | 11%
COc1ccc(Cc2c(O)nc(SCC(=O)NC34CC5CC(CC(C5)C3)C4)[nH]c2=O)cc1 | -1%&-1% | 14%&3% | 1%&13%
Cc1ccc(C)c(NC(=O)CCc2c(C)nn(-c3ccc(N4CCCC4)nn3)c2C)c1 | 11% | -1% | .
CC(C)C1OC2(C)OC(=N)C1(C#N)C(C#N)(C#N)C2c1ccccc1 (stereo unspecified) | 0% | 9% | 23%
Cc1cc(NC(=O)c2cccc(S(=O)(=O)N3c4ccccc4CC3C)c2)no1 (stereo unspecified) | 1% | -3% | 2%
O=C(NCCc1ccccc1)C(=O)NCC1OCCCN1S(=O)(=O)c1cc(F)ccc1F (stereo unspecified) | 2% | -1% | 2%
O=C(CN(CC1CCCO1)C(=O)Cn1nnc(-c2ccc(F)cc2)n1)NC1CCCCC1 (stereo unspecified) | 4% | 5% | 28%
COc1ccc(N(CC(=O)Nc2ccccc2C(=O)N2CCOCC2)S(=O)(=O)c2ccc(F)cc2)cc1 | -2% | -8% | 11%
Cc1ccc(SCc2cc(-c3ccc(Cl)cc3)on2)cc1 | . | -2% | -8%
O=c1c(S(=O)(=O)c2ccc(Cl)cc2)cn(Cc2ccccc2F)c2ccc(F)cc12 | 1% | 2% | 26%
N#Cc1c(NC(=S)NC(=O)c2ccccc2)sc2c1CCC2 | 2% | 18% | 22%
O=C(/C(=N\Nc1ccc([N+](=O)[O-])cc1)Sc1nnnn1-c1ccccc1)c1ccccc1 | 9% | -1% | -1%

Source: PubChem

Compounds were not picked by outcome. About 0.53% of those tested had a hit in this group.
